Compound activity as filed in PubChem BioAssay.
DNMT1 inh: human DNMT1 methyltransferase inhibitors, primary screen, biochemical, molecular beacon, fluorescence, HinP1I cleavage, uHTS | DNA (cytosine-5)-methyltransferase 1 (Homo sapiens), P26358 | inhibition (reported as % activation of signal), % at 10 µM | 0.83% of 360,000 active | AID 588458, 2011; in the data active means inhibition above about 50%
Target sequence (P26358 504-1616 limits assumed): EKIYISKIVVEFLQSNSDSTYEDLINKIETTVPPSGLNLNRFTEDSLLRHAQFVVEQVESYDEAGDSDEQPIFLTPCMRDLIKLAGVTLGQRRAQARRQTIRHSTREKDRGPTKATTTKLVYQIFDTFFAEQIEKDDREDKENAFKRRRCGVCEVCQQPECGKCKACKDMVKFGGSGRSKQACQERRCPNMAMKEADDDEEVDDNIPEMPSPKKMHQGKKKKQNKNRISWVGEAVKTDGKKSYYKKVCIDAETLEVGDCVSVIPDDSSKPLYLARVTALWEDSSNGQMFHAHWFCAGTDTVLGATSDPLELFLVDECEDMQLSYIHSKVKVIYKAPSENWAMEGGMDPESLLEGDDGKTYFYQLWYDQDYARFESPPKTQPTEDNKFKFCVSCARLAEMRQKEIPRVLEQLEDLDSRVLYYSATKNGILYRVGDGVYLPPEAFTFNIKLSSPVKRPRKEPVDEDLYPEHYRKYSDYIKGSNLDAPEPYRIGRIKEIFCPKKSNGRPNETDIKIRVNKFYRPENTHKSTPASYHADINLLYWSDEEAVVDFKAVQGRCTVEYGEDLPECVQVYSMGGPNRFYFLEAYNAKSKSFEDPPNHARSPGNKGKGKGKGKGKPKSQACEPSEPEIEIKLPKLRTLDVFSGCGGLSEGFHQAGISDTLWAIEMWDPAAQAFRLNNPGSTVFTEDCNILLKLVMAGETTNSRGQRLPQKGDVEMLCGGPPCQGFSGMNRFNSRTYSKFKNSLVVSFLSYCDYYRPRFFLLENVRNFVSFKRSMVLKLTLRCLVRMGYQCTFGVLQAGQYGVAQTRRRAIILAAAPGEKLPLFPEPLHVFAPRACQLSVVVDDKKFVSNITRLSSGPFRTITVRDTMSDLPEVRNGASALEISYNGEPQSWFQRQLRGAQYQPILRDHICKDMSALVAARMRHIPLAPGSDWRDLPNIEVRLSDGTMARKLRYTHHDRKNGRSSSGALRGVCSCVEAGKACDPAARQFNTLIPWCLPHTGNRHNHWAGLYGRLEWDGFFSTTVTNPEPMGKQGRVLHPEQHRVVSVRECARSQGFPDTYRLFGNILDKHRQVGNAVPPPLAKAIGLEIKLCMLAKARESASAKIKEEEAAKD
NRP1-CendR mod: modulators of CendR peptide binding to NRP-1, primary screen, biochemical, fluorescence polarization, uHTS; Neuropilin-1 (Homo sapiens), O14786; FAM-RPARPAR peptide binding to NRP-1; inhibition, % at 25 µM; 0.85% of 360,000 active; AID 602438, 2012;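 active means inhibition or corrected inhibition above about 18%, plus a signal ratio from 0.5 to 1.5, limit read from the data, passing the limit was not always enough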; further: strong numbers were not always called active
SUMO1 PPI mod: modulators of SUMO1 protein-protein interactions, primary screen, biochemical, uHTS; Small ubiquitin-related modifier 1 (Homo sapiens), P63165; SUMO1 binding to a labelled peptide, TR-FRET, 1 h; inhibition, % at 20 µM; 0.33% of 360,000 active; in the data active means inhibition above about 37%
Tb MetRS inh: T. brucei MetRS inhibitors, primary screen, biochemical, luminescence | inhibition, % at 11.9 µM | purified T. brucei MetRS, ATP depletion, Kinase-Glo luminescence | 0.4% of 360,000 active;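 active means inhibition above a per-plate cutoff of the control wells' mean inhibition plus 3 SD, cut at about 5.5% in these data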;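 further: 0% = DMSO wells median and 100% = median of wells with control inhibitor compound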
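Dosing: 11.9 µM compound single dose, 0.9% DMSO; Assay system: purified T. brucei MetRS enzyme; Measured by: Kinase-Glo luciferase luminescence reporting remaining unconsumed ATP; Schedule: 15 min plus 2 h at 25 °C.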
NadD block: inhibitors of S. aureus NadD, primary screen, biochemical, colorimetric, uHTS; Nicotinate-nucleotide adenylyltransferase NadD (Staphylococcus aureus N315); purified NadD enzyme, colorimetric absorbance read-out; inhibition, % at 20 µM; 0.78% of 360,000 active; AID 602399, 2012; in the data active means inhibition above about 26%; further: some compounds past the cut are filed as inactive
LMPTP block: LMPTP phosphatase inhibitors, primary screen, biochemical, fluorescence intensity, uHTS. Low molecular weight phosphotyrosine protein phosphatase (Homo sapiens), P24666. recombinant LMPTP-A, OMFP fluorogenic substrate. inhibition, % at 20 µM. 0.22% of 360,000 active;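 active means compounds that cut the enzyme signal by at least half of the control window in the single-dose screen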;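 further: plate controls were DMSO wells with enzyme plus substrate for no effect and substrate without enzyme for full effect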
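Assay system: LMPTP-A, protein tyrosine phosphatase of low molecular weight / Medium: pH 6.0 Bis-Tris buffer with DTT and Triton X-100 / Schedule: 50 min enzyme reaction at room temperature, protected from light / Measured by: endpoint fluorescence intensity from OMFP dephosphorylation / Read-out basis: % inhibition relative to no-enzyme and uninhibited control wells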
SKN-1 inh: suppressors of acrylamide-induced Pgst-4::GFP reporter in worms, primary screen, SKN-1 inhibitor project, whole organism, uHTS, GFP/RFP fluorescence ratio, strain VP596. inhibition, % at 21.8 µM. C. elegans VP596 Pgst-4::GFP/RFP ratio, 24 h. 0.49% of 360,000 active;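 active means interference check ratio from 0.5 to 1.5 plus GFP to RFP signal ratio inhibition reaching or exceeding a fixed threshold, cut at about 30% in these data, passing the limit was not always enough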; further: some compounds called inactive have numbers as strong as hits
Scp1 inh: Scp-1 phosphatase inhibitors, primary screen, biochemical, colorimetric, uHTS | 0.88% of 340,000 active | inhibition, % at 20 µM | Recombinant Scp1, phosphopeptide, malachite green phosphate absorbance | Carboxy-terminal domain RNA polymerase II polypeptide A small phosphatase 1 (Homo …;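 active means inhibition above about 50% at 20 µM, limit read from the data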;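 further: plate controls were DMSO wells with enzyme for no effect and wells lacking enzyme for full effect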
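Test system: SCP-1 phosphatase catalytic domain, residues 76-261; measured by: colorimetric phosphate reagent with accelerator and stabiliser, absorbance at 630 nm; timing: enzyme reaction 45 min at room temperature, colour 5 min, stabilisation 30 min; also added: Phosphorylated 17-residue peptide substrate; compound dosing: one concentration, 20 µM, with 1.0% DMSO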
Neddylation inh: inhibitors of cullin neddylation, primary screen, biochemical, TR-FRET, uHTS, NAE and Ubc12; NEDD8-conjugating enzyme Ubc12 (Homo sapiens) + NEDD8-activating enzyme E1 regulatory …; 0.58% of 360,000 active; calls only at 25 µM; AID 651699, 2012; in the data active means inhibition above about 36%
STEP block: STEP phosphatase inhibitors, primary screen, biochemical, fluorescence intensity, uHTS. Tyrosine-protein phosphatase non-receptor type 5 (Homo sapiens), P54829. recombinant STEP, OMFP fluorogenic substrate. inhibition, % at 20 µM. 0.25% of 360,000 active;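 active means inhibition at 20 µM, scaled per plate between control wells, above about 37%, limit read from the data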;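 further: 0% = DMSO with enzyme and substrate and 100% = substrate only without enzyme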
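medium = Bis-Tris buffer pH 6.0, 2.5 mM DTT, 0.005% Tween 20 | test system = STEP (striatal-enriched tyrosine phosphatase) enzyme, cell-free | measure = normalized % inhibition | compound dosing = 20 µM, 1% DMSO | also added = 25 µM OMFP | schedule = reaction 20 min, ambient temperature | measured by = fluorescence read at 480 nm ex / 540 nm em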
* marks the source's active call; other numbers are inactive results; i = inactive; . = no result given; & = joins results of further samples.

SMILES	DNMT1 inh	NRP1-CendR mod	SUMO1 PPI mod	Tb MetRS inh	NadD block	LMPTP block	SKN-1 inh	Scp1 inh	Neddylation inh	STEP block
Cc1ccc(C(=O)Nc2cccc(C(F)(F)F)c2)cc1Nc1cncnc1	7&13	-12&-5	0&-6	-1.8&-0.4	-5&26	-0.1&0.9	2&1	-1	i	-5&-2
CSc1ccccc1NC(=O)c1cc(C)on1	0	-2	2	-0.7	2	0.1	10	-8	i	0
Cc1cc2n(n1)C(c1ccccc1)CC(c1ccc(Br)cc1)=N2 (centres undefined)	-7	5	18	0.1	4	0.3	13	1	i	-4
CCN1C(=O)/C(=C/c2ccc(OCc3ccc(C(=O)O)cc3)c(Cl)c2)NC1=S	2	-16	-14	0.3	1	6.9	-4	-15	i	3
COCC(=O)N1CCC(c2nc3ccccc3[nH]2)CC1	0	-1	0	0.1	-2	-1.9	-4	.	i	-4
c1ccc(OCc2nnnn2-c2ccccc2)cc1	5	-8	1	-0.1	-5	-0.2	6	0	i	-4
COc1ccc(/C=N\NC(=O)C2C(=O)NCC2c2ccccc2)cc1O (centres undefined)	-3	12	-5	-0.1	7	1.5	-1	-4	i	0
O=C(Nc1ccccc1C(F)(F)F)N1CCN(c2ccccn2)CC1	-2	3	2	-0.2	-9	-2.0	4	-6	i	0
Cc1cc(C)n(-c2cccc(Cl)c2C#N)n1	1	7	-7	-0.4	0	-0.8	3	-7	.	-1
O=C(NNC(=O)c1csc(N2CCOCC2)n1)c1cccnc1	2	2	8	-0.2	-4	0.2	3	-6	i	3
CN(C)CCCN=C(NO)c1ccc(Cl)cc1Cl	2	1	-1	-1.4	-3	-3.0	9	-4	i	-6
Cc1c(/C(O)=C2\C(=O)C(=O)N(CCCN(C)C)C2c2cccs2)cnn1-c1ccccc1 (centres undefined)	0	12	-8	-0.1	2	-3.4	11	-2	i	0
CCC(C)[C@H](N)c1cn([C@@H](CCCCN)C(=O)N2CCNCC2)nn1 (some centres undefined)	3	1	-41	-0.4	5	-8.6	0	-3	i	-2
Cc1nc2c(-c3ccccc3)cnn2c(N)c1-c1ccccc1	-1	-4	-5	-0.6	-5	2.5	18	-2	.	-2
Cc1cc(=O)oc2cc(OC(C)C(=O)NCC3CCC(C(=O)O)CC3)ccc12 (centres undefined)	0	5	5	-2.8	2	-0.9	-9	-1	i	1
COc1cccc(/C=C2\SC(=S)N(NS(=O)(=O)c3ccccc3)C2=O)c1OC	3	-14	-25	0.4	-4	-0.7	8	-17	i	0
O=C1c2ccccc2[C@@H]2C[C@@H](O)[C@H](Nc3cccc(C(F)(F)F)c3)CCN12	-3	10	0	-0.3	0	-0.9	0	-4	i	-2
CCOC(=O)c1cnc(SC2CC(=O)N(c3ccc(C)cc3)C2=O)nc1N (centres undefined)	-3	-4	0	0.3	1	-0.1	5	5	i	-1
Cc1ccccc1C(=O)N1CCC(C(=O)Nc2cccc(F)c2)CC1	-2	20	-5	-0.7	-5	-3.0	-12	-15	i	-1
O=C1NC2(CCc3ccccc32)C(=O)N1CCOc1ccc(Cl)cc1 (centres undefined)	-6	-1	2	0.1	-6	-0.4	-5	5	i	-3

Quoted at random: 4 compounds from above
SMILES	DNMT1 inh	NRP1-CendR mod	SUMO1 PPI mod	Tb MetRS inh	NadD block	LMPTP block	SKN-1 inh	Scp1 inh	Neddylation inh	STEP block
Cc1nc2c(-c3ccccc3)cnn2c(N)c1-c1ccccc1	-1	-4	-5	-0.6	-5	2.5	18	-2	.	-2
O=C1NC2(CCc3ccccc32)C(=O)N1CCOc1ccc(Cl)cc1 (centres undefined)	-6	-1	2	0.1	-6	-0.4	-5	5	i	-3
CCC(C)[C@H](N)c1cn([C@@H](CCCCN)C(=O)N2CCNCC2)nn1 (some centres undefined)	3	1	-41	-0.4	5	-8.6	0	-3	i	-2
Cc1cc(=O)oc2cc(OC(C)C(=O)NCC3CCC(C(=O)O)CC3)ccc12 (centres undefined)	0	5	5	-2.8	2	-0.9	-9	-1	i	1

Further structures follow.
SMILES	DNMT1 inh	NRP1-CendR mod	SUMO1 PPI mod	Tb MetRS inh	NadD block	LMPTP block	SKN-1 inh	Scp1 inh	Neddylation inh	STEP block
CCCCc1cc(=O)oc2cc(C)cc(OC(C)C(=O)O)c12 (centres undefined)	0	-4	2	0.2	-8	-1.9	-11	-10	.	-2
CCOC(=O)c1cc2cc(F)ccc2nc1C	5	8	-3	0.2	9	-1.9	-2	-2	i	3
COc1ccccc1N1CCN(CC(=O)Nc2ccc3c(c2)OCCO3)CC1	13	-4	1	0.6	0	1.6	-22	-2	i	-1
COc1cc(C#N)ccc1OCC(=O)Nc1cccc(S(=O)(=O)N2CCCC2)c1	-2	-6	2	1.0	-8	0.6	-2	6	i	-3
CCN(CC(=O)Nc1ccccc1C(=O)Nc1ccccc1)Cc1nc2ccccc2c(=O)[nH]1	-2	3	-5	-0.6	-1	-0.8	9	1	i	-1
COc1ccc(CN(C(=O)c2snc(C(N)=O)c2N)C(C(=O)NC2CCCC2)c2ccc(OC)cc2)cc1 (centres undefined)	-3	5	-11	-0.8	-9	3.4	-8	-7	i	0
O=C(N/N=C/c1ccc(OC(=O)c2ccccc2Cl)cc1)c1ccccn1	4	13	-1	-0.1	2	8.6	26	-2	i	-3
COc1ccc(-c2c3c(=O)n(C)c(=O)n(C)c3cn2-c2ccccc2)cc1	0	-1	-7	-0.3	4	2.0	9	-10	i	2
O=C(CSc1nncs1)Nc1ccc2[nH]c(=O)[nH]c2c1	1	-10	66*	0.3	2	1.2	-1	-6	i	-3
COC(=O)c1cc2c(ccc3ccccc32)oc1=O	6	18	-17	0.5	0	1.2	-1	-7	.	0
CCOC(=O)C1=C(CC)Nc2ccccc2N=C1NC(=O)c1oc2ccccc2c1C	3	15	5	0.1	-5	3.5	0	-11	i	4
C(#Cc1ccccc1)CN1CCOCC1	0	-2	2	-0.6	14	1.0	-3	-1	i	-4
CCOc1ccc(CC(=O)NCCS(=O)(=O)N2CCN(c3ccccc3)CC2)cc1	7	1	7	-0.3	-3	-1.1	5	0	i	-2
O=C(NC1CC1)C1CC(=O)N(c2cccc(Cl)c2)C1 (centres undefined)	4	12	0	-0.4	-4	-0.9	0	-5	i	-2
CCc1ccc(C(=O)NC(CCSC)C(=O)OC)cc1 (centres undefined)	0	-9	1	0.1	-1	-0.3	-1	8	i	10
CCOC(=O)c1sc(NC(=O)c2ccc(Cl)s2)cc1C	10	-9	-7	-1.0	7	-1.7	16	-12	.	-1
COc1ccc(C=C(C(=O)c2ccccc2)c2ccccc2)cc1	-5	-2	1	-0.7	14	3.3	3	.	i	-2
COc1ccccc1N(CC(=O)NCCSc1ccc(Cl)cc1)S(C)(=O)=O	-1	11	0	1.1	-3	0.5	4	-9	i	3
CCCCn1c(=O)cc(N2CCOCC2)[nH]c1=O	-2	6	9	0.0	-4	-1.5	10	-9	i	3
CCOCCCNC(=O)C(NC(=O)CNC(=O)c1ccccc1)c1ccc(C)cc1 (centres undefined)	0	2	-1	-0.6	1	-0.6	-11	-3	i	-1
Cc1ccc(C(=O)OCC(=O)NCc2ccc(F)cc2)o1	2	13	0	-0.1	-2	0.3	13	-1	i	-2
Cc1ccc(NC(=O)COC(=O)CNC(=O)C2CCCCC2)c(Br)c1	1	6	1	0.3	0	0.7	0	-4	i	1
O=S(=O)(Cc1ncc(C(F)(F)F)cc1Cl)c1ccccc1	1	6	8	0.1	1	2.7	-1	-5	i	-1
CSc1ncccc1C(=O)Nc1ccc(C)cn1	0	-7	4	-0.5	-6	-2.4	-1	-8	i	-2
CCOC(=O)C1=C(C)NC(=S)NC1c1ccc(OCC(=O)N2CCCCCC2)cc1 (centres undefined)	0	4	4	-0.1	5	-0.7	16	-7	i	-1
CC(=O)c1cccc(NC(=O)COC(=O)c2n[nH]c3ccccc23)c1	-3	2	23	0.2	-3	-2.2	7	-9	i	-2
Cc1ccc(Cl)c(NC(=O)CN2C(=O)C(C)N(c3ccc(F)cc3)C2=O)c1Cl (centres undefined)	-1	-7	2	-0.4	-2	-2.2	8	.	i	-3
CCOc1ccc(S(=O)(=O)Nc2ccc(C(=O)NN)cc2)cc1	1	15	-4	0.7	2	-0.6	-3	-4	i	-4
COc1ccc(CNC(=O)CN(C)S(=O)(=O)c2ccc(Cl)cc2)cc1	0	16	0	0.0	-1	-0.3	12	-1	i	-1
Cc1cccc(Nc2nnc(SCC(=O)Nc3cccnc3Cl)s2)c1	-4	-2	7	-0.1	-3	0.7	13	-7	i	26
CCOCCCNC(=O)c1ccc(CS(=O)(=O)Cc2cccc(C)c2)o1	0	8	1	-0.9	-2	-1.0	-6	-6	i	-2
COc1ccc(/C=C\C(=O)NCc2ccc3[nH]c(C)cc3c2)cc1OC	-9	0	-16	-0.5	-6	0.5	3	-5	i	-3
CC(=O)Nc1ccc(SCC(=O)OCC(=O)NC(=O)NC2CCCC2)cc1	3	7	2	0.7	4	-0.3	8	-8	i	2
O=S(=O)(CCSc1nc2ccccc2o1)Cc1ccccc1	-1	3	-6	-1.1	-7	0.1	1	-7	i	2
Cc1onc(-c2ccccc2Cl)c1C(=O)N(Cc1ccccc1)C(C)C	0	0	4	-0.2	-2	-0.3	-16	-10	i	-2
O=C1c2ccccc2NC(c2cccs2)N1NS(=O)(=O)c1ccccc1 (centres undefined)	2	-9	2	-0.4	-4	0.1	10	-3	.	-2
COCC(=O)N1CCCC(C(=O)c2ccc(Oc3ccccc3)cc2)C1 (centres undefined)	0	10	-3	0.3	1	0.1	-4	-4	i	2
CCn1c(SCC(=O)Nc2cc(C)on2)nnc1-c1ccccc1	0	9	-3	-1.1	-1	-0.8	1	6	i	1
Cc1ccc(S(=O)(=O)NCCC(=O)OCC(=O)Nc2ccccc2Cl)cc1	-1	-1	2	-0.7	-6	0.1	3	-2	i	-4
Cc1cccc2c(C(=O)O)c3cccc(C)c3nc12	-1	-5	-5	-0.5	-2	-1.3	5	-7	.	-2
